Yp Topo-I inh – Yersinia pestis topoisomerase I inhibitors, primary screen, biochemical, cleavage product accumulation, plate reader, single point. Y. pestis Topo-I cleavage product accumulation. activity, % at 10 µM. 360,000 compounds, 0.064% hits; in the data active = activity above about 50%, passing the limit was not always enough; inconclusive = no clear call, values can overlap the other calls; note: inactives centre near 2
VHR inh abs – VHR1 phosphatase inhibitors, primary screen, biochemical, absorbance, uHTS | Dual specificity protein phosphatase 3 (Homo sapiens), P51452 | recombinant VHR phosphatase, pNPP absorbance | inhibition, % at 13.3 µM | 290,000 compounds, 0.52% hits | AID 1654, 2009; in the data active = inhibition above about 50%; note: some compounds called inactive have numbers as strong as hits
TcdB inh – TcdB glycohydrolase inhibitors, primary screen, biochemical, single point, plate reader | inhibition, % at 9.99 µM | TcdB glycohydrolase enzymatic assay | AID 652162, 2013 | 350,000 compounds, 0.24% hits | Toxin B (Clostridioides difficile), P18177; in the data active = inhibition above about 10%
PfHsp40 yeast – rescue of yeast from PfHsp40 toxicity, primary screen, S. cerevisiae, ATP luminescence; 340,000 compounds, 0.68% hits; S. cerevisiae expressing PfHsp40, growth rescue; growth rescue, % at 12.5 µM; in the data active = growth rescue above about 28%, passing the limit was not always enough; inconclusive = no clear call, values can overlap the other calls;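 note: yeast W303a lacking pdr1 and pdr3 grown in galactose medium; growth measured after three days at 30 °C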
3CLpro inhibitor – SARS-CoV 3CLpro protease inhibitors, primary screen, biochemical, quenched FRET | recombinant SARS-CoV 3CLpro, quenched FRET peptide cleavage | inhibition, % at 6 µM | 290,000 compounds, 0.14% hits | AID 1706, 2009; in the data active = inhibition above about 12%
PriA SSB inh – inhibitors of Klebsiella pneumoniae PriA binding to SSB C-terminal tail, primary screen, biochemical, AlphaScreen; PriA–SSB C-terminal tail interaction (Klebsiella pneumoniae); AlphaScreen SSBct-PriA binding, biotinylated peptide; inhibition, % at 33 µM; 430,000 compounds, 0.6% hits; AID 1272365, 2023; in the data active = inhibition mostly above about 37%, no sharp cut-off; inactive = mostly below about 20%;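 note: plate controls were negative control peptide for no effect and reference peptide for full effect; strong numbers were not always called active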
CCHFV vOTU inh – CCHFV vOTU protease inhibitors, primary screen, biochemical, Pep-AMC substrate, fluorescence. Crimean-Congo hemorrhagic fever virus L polyprotein viral ovarian tumor (vOTU) protease …. 370,000 compounds, 0.55% hits. inhibition, % at 11.5 µM; in the data active = inhibition above about 30%; note: 0% = vehicle wells with enzyme and 100% = no enzyme wells
BH1578 lux ind – inducers of Vibrio cholerae quorum light production without autoinducers, primary screen, BH1578 luxS cqsA deficient, single point. V. cholerae BH1578 lux reporter, luminescence, 6 h. activation, % at 18.7 µM. 350,000 compounds, 0.16% hits. AID 588436, 2011; in the data active = activation mostly above about 9.7%, no sharp cut-off; inconclusive = no clear call, values can overlap the other calls; inactive = mostly below about 3.7%; note: not every result past the cut was called active; inactives centre near 0; reference of the scale not given here
Anthrax LF prot – Bacillus anthracis LF protease inhibitors, primary screen, biochemical, multiplex microsphere, MLPCN library | Lethal factor (Bacillus anthracis), P15917 | multiplex microsphere protease cleavage assay | inhibition, % at 10 µM | 360,000 compounds, 0.12% hits; note: plate controls were buffer without enzyme for full effect and enzyme alone for no effect
BoNT-A LC inh2 – BoNT/A light chain protease inhibitors, primary screen, biochemical, flow cytometry, MLPCN library | inhibition, % at 10 µM | AID 588499, 2011 | Botulinum neurotoxin type A light chain protease (Clostridium botulinum A str. ATCC 3502) | 360,000 compounds, 0.17% hits | multiplex microsphere protease substrate cleavage; note: plate controls were buffer without enzyme for full effect and enzyme alone for no effect
Active calls of the source: *; i = inactive; ? = inconclusive; . = no result given. Cut-off read from the data, not from the text of the source, unless noted: active = inhibition above about 30%; inconclusive = no clear call, values can overlap the other calls; inactive = below that. This is a subset; rates above refer to the full screens.

mol,Yp Topo-I inh,VHR inh abs,TcdB inh,PfHsp40 yeast,3CLpro inhibitor,PriA SSB inh,CCHFV vOTU inh,BH1578 lux ind,Anthrax LF prot,BoNT-A LC inh2
CC1(C)OC(=O)C(=CNCCc2ccc(O)cc2)C(=O)O1,3.5,5.3,2.2,0.4,-4.0,-2.5,-15.2,-0.2,8.0,-0.6
CCCCN(CC)S(=O)(=O)c1ccc(C(=O)N=c2sc3cc(NC(C)=O)ccc3n2C)cc1,4.4,39.1,1.0,-0.7,-2.8,-5.9,2.0,-0.3,-3.9,0.6
OC(c1ccccc1)(c1nc(-c2ccc3ccccc3c2)cs1)C(F)(F)F (stereo not given),-1.0,.,0.5,.,.,.,-3.0,i,1.0,-0.1
CCOc1ccc(NS(=O)(=O)c2ccc3c(c2)N(C(C)=O)CCS3)cc1,-7.2,29.4,-0.2,0.0,0.7,-7.4,2.4,-5.3,0.3,1.9
Cc1ccc(S(=O)(=O)N2CCOCC2)cc1C(=O)NCC1CCCCC1,0.7,.,1.3,-0.2,.,-5.6,-5.9,i,-5.9,-0.6
C=CC[C@H](CC(=O)N(CCO)Cc1ccccc1)C(=O)N[C@@H](COC(=O)[C@@H](CC=C)CC(=O)OC(C)(C)C)Cc1c[nH]c2ccccc12,9.0,.,-10.7,3.9,.,23.1,33.1*,-0.4,-7.6,-0.7
CCN1C(=O)[C@@H]2[C@@H](c3ccc(-c4cccc(Cl)c4)c(OC)c3)N3CCCC[C@@]3(C(=O)OC)[C@@H]2C1=O,-0.1,.,-13.9,-0.7,.,-0.5,20.0,i,-2.4,-0.2
CCc1ccc(C2c3[nH]c4ccccc4c3CCN2C(=O)c2cc[n+]([O-])cc2)cc1 (stereo not given),-8.4,9.0,0.8,0.9,-1.1,6.0,-2.9,i,4.7,0.8
CN1OC[C@@H]2CN(C(=O)C(C)(C)C)[C@H](c3cccc(N4CCOCC4)c3)C[C@@H]21,-6.7,.,0.0,0.9,.,-1.3,-1.2,i,-0.5,-0.4
O=C(NCCc1c[nH]c2ccccc12)C1CCN(S(=O)(=O)c2ccccc2F)CC1,-2.8,5.9,0.3,0.2,-4.0,4.0,6.4,i,7.6,-1.3
O=C(Nc1ccc(N2CCOCC2)cc1Cl)C1CCN(C(=O)OCc2ccccc2)CC1,-14.8,-14.6,0.3,1.1,-0.3,-4.8,-1.2,-0.8,-1.9,0.4
CCCCN(C)CCCNC(=O)c1cc(-c2cccs2)nc2ccccc12,-2.6,13.8,-0.7,1.0,-9.7,-14.2,-121.1,-0.6,3.1,1.9
COc1ccc(NS(=O)(=O)c2ccc(NC(=S)NC(=O)CC(C)C)cc2)cc1,2.9,-9.2,.,9.8,9.1,6.7,19.2,i,-7.4,-1.9
O=C(O)CCC(NC(=O)C1CCCN1C(=O)OCc1ccccc1)C(=O)O (stereo not given),1.8,-2.8,0.8,-1.1,3.2,-18.1,-6.1,-0.3,-1.3,0.6
Cc1sc(NC(=O)c2ccc(OCC(C)C)cc2)c(C(N)=O)c1-c1ccc(Cl)cc1Cl,1.6,21.4,.,0.5,-4.3,-5.9,0.7,2.1,-3.7,-0.6
CCOc1ccc(C(=O)NCC(=O)OCc2c(C)noc2C)cc1,3.7,16.9,-0.4,-1.7,0.9,-14.9,1.2,-1.0,-2.3,-0.2
CCCCOC(=O)CN1C(=O)c2ccc(C(=O)OCCCC)cc2C1=O,34.0,5.6,.,1.4,7.1,-28.8,2.0,-12.5,-3.9,-0.2
COC(=O)c1cc(-c2ccccc2)on1,-2.4,20.9,.,-0.6,-3.3,-1.1,5.2,i,0.4,0.2
Cc1ccc(-c2nc(-c3nccc4ccccc34)oc2-c2ccccc2)cc1,22.2,26.3,1.1,0.8,-2.4,4.8,-14.7,0.9,-10.7,-6.4
Cc1ccc(COC(=O)CCCN=C2NS(=O)(=O)c3ccccc32)cc1,5.9,.,0.4,-0.5,.,-4.8,7.1,7.1,-6.3,-13.5
O=C(OC(C(=O)NCc1cccs1)c1ccccc1Cl)c1ccco1 (stereo not given),-8.4,-6.1,2.3,1.1,2.7,0.9,3.2,1.7,1.2,-0.5
COc1ccc(NC(=O)C[C@H]2C(=O)N(Cc3ccccc3)C[C@@H]2Cc2ccccc2)cc1,18.2,.,0.7,.,.,.,3.6,-0.7,-1.3,-0.2
Cc1cc(NC(=O)CCN2CCC(C(N)=O)CC2)ccc1Br,-6.0,31.0,.,5.5,-1.6,-13.4,-8.1,i,3.1,1.0
CCCn1c(C(=O)OC)cc2c1ccn2-c1ccc(F)cc1,7.7,7.3,.,2.1,0.7,-9.0,-0.7,-5.0,3.4,-0.1

Complete entries as entered above. Values in the order: Yp Topo-I inh, VHR inh abs, TcdB inh, PfHsp40 yeast, 3CLpro inhibitor, PriA SSB inh, CCHFV vOTU inh, BH1578 lux ind, Anthrax LF prot, BoNT-A LC inh2
Record of CCc1ccc(C2c3[nH]c4ccccc4c3CCN2C(=O)c2cc[n+]([O-])cc2)cc1 (stereo not given) → -8.4, 9.0, 0.8, 0.9, -1.1, 6.0, -2.9, i, 4.7, 0.8
Record of Cc1sc(NC(=O)c2ccc(OCC(C)C)cc2)c(C(N)=O)c1-c1ccc(Cl)cc1Cl → 1.6, 21.4, ., 0.5, -4.3, -5.9, 0.7, 2.1, -3.7, -0.6

New compounds follow:
mol,Yp Topo-I inh,VHR inh abs,TcdB inh,PfHsp40 yeast,3CLpro inhibitor,PriA SSB inh,CCHFV vOTU inh,BH1578 lux ind,Anthrax LF prot,BoNT-A LC inh2
COc1ccc(N2CCN(S(=O)(=O)c3cccc4nsnc34)CC2)cc1,-5.3,15.2,.,0.0,-4.6,10.0,-11.6,-1.7,0.7,0.2
O=c1cc(-c2ccc(F)cc2)oc2ccccc12,2.8,.,.,-0.6,-6.1,0.0,5.7,i,-1.7,-1.0
COC(=O)[C@@H](NC(=O)NCCC1=CCCCC1)C(C)C,-9.1,9.1,2.5,0.7,-0.4,-7.4,-10.3,0.6,-18.3,?
CCOC(=O)C(=O)Nc1nnc(C2CCCCC2)s1,5.4,9.0,.,0.1,1.5,-9.8,5.2,i,-1.7,-0.7
COc1ccc(C(=O)CSc2nnc(-c3cnccn3)n2Cc2ccco2)cc1,3.4,23.4,.,-0.4,-1.5,-5.0,-0.2,-0.7,1.5,-0.9
COc1cccc(C(=O)N2CCC[C@H]2C(=O)N2CCC[C@H]2C(=O)NCc2ccccn2)c1,.,.,-9.7,.,.,.,5.9,.,-5.6,-0.7
O=C(/C=C/c1ccc(Br)o1)NCc1ccccc1,8.8,7.6,-0.7,-0.4,1.7,-3.6,4.3,-0.2,-1.7,0.2
O=C(COc1ccc(Cl)cc1)Nc1ccc2c(c1)nc1n2CCOC1,6.0,25.3,1.0,1.8,1.2,0.5,1.9,-0.1,-2.5,-0.7
Cc1ccc(NC(=O)CCNS(=O)(=O)c2ccc(OC(F)(F)F)cc2)c(O)c1,4.9,7.4,-0.5,1.5,2.8,-11.1,10.1,-0.4,-2.9,-1.9
N#CC1=C(N)SC(N)=C(C#N)C1C1C=CCCC1 (stereo not given),4.2,26.4,.,-0.9,-2.7,-0.8,0.4,i,-2.2,1.5
CCCc1cc(-n2ccnc2)n2c(nc3ccccc32)c1C#N,-8.6,-5.0,.,-1.7,-2.2,-12.7,-6.2,i,-1.6,1.7
COc1ccc(C(N)c2csc(Nc3nncc4ccccc34)n2)cc1 (stereo not given),0.1,.,1.8,.,.,.,-7.7,i,-2.3,1.0
Cc1[nH]c2ccccc2c1C(=O)CN1C(=O)C(=O)N(C2CCCC2)C1=O,-5.6,-0.5,.,1.0,-1.5,-1.7,11.3,-0.3,-0.7,-0.1
Cc1cc2nc(-c3ccc(SCc4ccc(C#N)cc4)nc3)[nH]c2cc1C,15.6,31.5,1.1,6.5,-5.9,-8.4,9.6,i,-4.0,-0.7
Cc1ccc2cc(CN(CC3CCCO3)C(=S)NCc3ccco3)c(=O)[nH]c2c1C (stereo not given),20.0,21.3,0.5,-1.6,2.3,-10.0,3.5,-3.4,-2.8,0.4
CC(C)CN1C(=O)C(=O)N(CC(=O)N2CCC(Cc3ccccc3)CC2)C1=O,23.0,4.7,1.5,-1.1,1.6,6.2,-4.9,i,3.9,-1.1
CN1CC(C(=O)c2ccc(Cl)cc2)C(c2ccc(Cl)cc2Cl)C1 (stereo not given),21.4,-17.8,-0.2,1.4,-2.6,4.8,15.2,-0.5,-11.6,0.1
Cc1cc(N)ccc1-n1c(C)ccc1C,7.5,14.7,.,-2.0,-9.9,3.8,10.3,-0.1,.,.
O=c1cnnc(Nc2cccc(F)c2)[nH]1,-0.6,15.4,-5.2,-0.7,-0.4,-10.0,-2.4,0.0,-6.4,-1.0
CCc1cc2c(CN3CCN(CCO)CC3)cc(=O)oc2cc1O,-3.4,-31.1,.,1.8,6.0,-9.2,-273.7,1.4,-0.5,-0.4
Cc1ccc(SC/C(O)=C(\C#N)c2nc3ccccc3n2C)cc1,-2.5,31.8,.,0.5,1.1,-16.6,3.8,i,-0.7,0.1
CC(=O)N=c1n(C)c2ccccc2n1CCOc1ccccc1,8.1,0.5,0.6,0.1,-0.6,-7.9,-8.8,-0.7,0.0,-1.0
COc1ccccc1N1CCN(C2CCCC(C)C2)CC1 (stereo not given),5.1,-0.2,0.1,16.4,-3.2,13.8,-1.1,-0.4,-1.5,-0.4
COC(=O)c1ccc(NC(=O)NC(=O)Oc2ccccc2)cc1,2.9,.,-4.4,0.9,.,-2.9,0.3,5.0,-2.2,-0.4
C/C=C/c1ccc(OCCOCCNCc2ccccc2)c(OC)c1,9.3,1.7,0.0,?,0.6,18.8,5.9,i,-3.6,0.7
CC(C)N1C(=S)SC(C)(C)C1NO (stereo not given),-1.8,10.8,.,-1.0,-6.4,-27.4,-1.0,-0.5,-4.2,1.1
O=[N+]([O-])c1ccc2c(c1)-c1ccccc1C2=NO,-31.1,.,-0.1,6.1,.,2.2,-1.7,1.3,-11.1,-1.0
